UTI89 phage lysis: inhibition of K1F phage lysis, E. coli UTI89, bacterial capsule biogenesis inhibitors, alamar blue (AID 488966). E. coli UTI89 K1F phage lysis, alamar blue, 2 h; higher % means a stronger effect. one-dose inhibition, % at 100 µM; IC50 in µM for titrated hits. 340,000 tested, 0.02% active;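 active means phage lysis inhibition, versus mean bacterial control, above a set limit; inconclusive means no clear call, values can overlap the other calls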;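 further: capsule biogenesis inhibitors block K1F phage lysis so surviving cells raise fluorescence; higher fluorescence means more inhibition of phage lysis; actives were called in the ten point dose series up to 300 µM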
T cell HTS: T cell immune modulation candidate; 2C CD8+ T cell-vesicle binding, flow cytometry; hits give low values; calls only at 7 µM; 330,000 tested, 0.068% active; AID 2052;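 active means response, share of CD8 T cells binding vesicles, and their 90th percentile fluorescence all below set limits, cut at about 80% in these data, passing the limit was not always enough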
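Benchmarks: naked versus QL9-loaded vesicles / Assay system: purified 2C TCR transgenic mouse naive CD8+ T cells / Technique: high-throughput flow cytometry with anti-B7-1 and anti-CD8 staining / Timing: Cell–vesicle co-incubation 1.5 h at 37 °C, staining 20 min on ice / Read-out: percent CD8+ FL2 mean versus row control / Probe or stimulus: QL9-loaded Drosophila micro-vesicles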
RSV antiviral HEp-2: inhibition of RSV-induced cytopathic effect – HEp-2 cells, primary 10 µM value included (AID 2391) | HEp-2 cells, RSV-induced CPE inhibition; higher % means a stronger effect | CPE inhibition, % at 10 µM; hits with a dose series show IC50 in µM | 310,000 tested, 0.13% active; in the data active means a potency from the dose series; inconclusive means CPE inhibition mostly from about 23% at the one dose, without a potency; inactive means the rest, 99 in 100 with CPE inhibition below about 21%; further: strong numbers were not always called active
P. falciparum M1AAP: malaria alanyl aminopeptidase activity blockers – biochemical, fluorogenic H-Leu-NHMec substrate, 1536-well (AID 1445); recombinant M1AAP, H-Leu-NHMec fluorogenic kinetic assay; higher % means a stronger effect; inhibition, % at 30 µM, or IC50 in µM where a hit was titrated; 220,000 tested, 0.42% active;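 active means primary inhibition above the hit cutoff, then over 50% inhibition at one or more dose response concentrations, cut at about 23% in these data, passing the limit was not always enough; inconclusive means conflicting primary data, or primary hits not chosen for dose response; inactive means low primary inhibition, or under 50% at every dose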;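 further: plate controls were DMSO full reaction for no effect and no enzyme background for full effect; strong numbers were not always called active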
human PMI inhibitors: human PMI inhibitors, high substrate, primary screen, biochemical, fluorescence intensity, high mannose 6-phosphate (AID 1220). recombinant PMI enzyme, coupled fluorescence intensity; higher % means a stronger effect. inhibition, % at 20 µM, or IC50 in µM where a hit was titrated. 190,000 tested, 0.66% active
P. falciparum M17LAP: P. falciparum M17LAP inhibitors, primary screen, biochemical, fluorogenic H-Leu-NHMec substrate, 1536-well (AID 1619). recombinant M17LAP, H-Leu-NHMec fluorogenic kinetic assay; higher % means a stronger effect. one-dose inhibition, % at 30 µM; IC50 in µM for titrated hits. 220,000 tested, 0.38% active;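 active means compound inhibiting the enzyme by more than half at any dose during confirmatory dose-response retesting; inconclusive means strong single-dose inhibitors picked by rank but not retested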;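 further: plate controls were full reaction with DMSO carrier for no effect and no enzyme background for full effect; strong numbers were not always called active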
West Nile antiviral: inhibition of WNV-induced cytopathic effect – cell-based, CPE readout (AID 1621). West Nile virus-infected cells, CPE inhibition; higher % means a stronger effect. CPE inhibition, % at 10 µM; hits with a dose series show IC50 in µM. 290,000 tested, 0.02% active; in the data active means a potency from the dose series; inconclusive means CPE inhibition mostly from about 3.7% at the one dose, without a potency; inactive means the rest, 99 in 100 with CPE inhibition below about 2.2%; further: strong numbers were not always called active
human PMI inhibition: MPI enzyme activity inhibition – biochemical, fluorescence intensity, coupled assay, primary screen (AID 1209). purified PMI enzyme, coupled fluorescence intensity; higher % means a stronger effect. inhibition, % at 20 µM, or IC50 in µM where a hit was titrated. 190,000 tested, 0.42% active;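 further: plate controls were DMSO vehicle for no effect and wells lacking substrate for full effect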
TNAP activators: human TNAP enzyme activators, primary screen, biochemical, luminescent, no phosphate acceptor, uHTS (AID 1001); purified TNAP, luminescent activation assay, no phosphate acceptor; higher activation fold means a stronger effect; 200,000 tested, 0.03% active; one-dose activation fold at 20 µM; EC50 in µM for titrated hits; in the data active means activation fold from about 3, or a potency from the dose series; inactive means the rest, 99 in 100 with activation fold below about 1.6; further: many of its hits are not listed in these tables
T cell HTS vesicle-bound %: further read-out of T cell HTS, marked with its call; double positive events, %; measured here: CD8+ vesicle-bound cell fraction;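 binding gate set so that unloaded-vesicle control wells show 10% double positive cells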
* = called active by the depositor; i = inactive; ? = inconclusive; . = not tested or not shown; [ ] = remark or other dose. Unless noted, no stated cut-off is given here; in the data, active means inhibition above about 50%; inactive means the rest.

Structure,human PMI inhibition,P. falciparum M17LAP,T cell HTS,RSV antiviral HEp-2,T cell HTS vesicle-bound %,West Nile antiviral,P. falciparum M1AAP,TNAP activators,UTI89 phage lysis,human PMI inhibitors
Cc1nc(C)c(-c2csc(Nc3ccc(O)cc3C)n2)s1,.,.,i,-2.2%,53,-1.3%,.,.,0.0%,.
Cc1ccn2c(-c3csc(NCc4ccccc4)n3)c(C)nc2c1,7%,3%,i,4.3%,3,-0.4%,13%,2.2,0.0%,41%
Cc1ccc2cc(C)c3nnc(SCc4ccc(C(=O)O)cc4)n3c2c1C,.,11%,i,-1.3%,11,0.5%,-4%,.,-0.1%,.
Cc1nc(CN2CCN(C(=O)c3ccc(C(C)(C)C)cc3)CC2)cs1,-5%,-8%,i,1.1%,34,-0.2%,0%,1.2,2.7%,-10%
Cc1nc2nc3c(c(=O)n2[nH]1)CCC3,8%,-1%,i,0.2%,22,0.7%,7%,1.1,-0.1%,6%
CN(C)c1cc[n+](Cc2ccccc2)cc1,-3%,-12%,i,16%,35,-0.5%,-2%,1.1,-0.1%,1%
CC(C)/C=C1\CCc2c([nH]c3ccccc23)C1=O,8%,-6%,i,3.1%,53,-1.0%,3%,1.1,0.0%,14%
COc1ccccc1NC(=S)NC(=O)/C=C/c1ccco1,19%,23%,i,1.6%,31,-0.3%,14%,1,-2.1%,29%
COCCCNc1nc(CC(C)C)nc2c1nnn2Cc1ccccc1,.,.,i,1.3%,34,-2.1%,.,.,-0.5%,.
COc1ccccc1CCNS(=O)(=O)c1cn(C)nc1C,.,.,i,1.1%,22,-0.3%,.,.,1.5%,.
CCCOC(=O)c1ccc(NC(=O)C2C3C=CC(O3)C2C(=O)O)cc1 (stereo not drawn),-12%,12%,i,0.1%,49,0.2%,3%,1.2,0.5%,-24%
CCn1c(SCC#N)nc2cc(S(=O)(=O)N3CCOCC3)ccc21,.,.,i,2.7%,7,0.7%,.,.,0.2%,.
CCC(=O)NC(=S)Nc1ccc(OC)cc1OC,-8%,-5%,i,4.4%,42,0.0%,3%,1,5.4%,-5%
CC(C)(C)N1C(=O)[C@H]2[C@@H](c3ccc(Br)cc3)N3C(=O)N(c4cccc(Br)c4)C(=O)[C@@]3(Cc3ccccc3)[C@H]2C1=O,.,.,i,5.6%,8,-1.5%,.,.,1.8%,.
S=C(NCC1CCCO1)N1CCN(c2nc(-c3ccccc3)cs2)CC1 (stereo not drawn),12%,-7%,i,0.6%,26,-1.7%,-5%,1.1,0.4%,0%
Cc1ccc(Oc2cc(NC(=O)CCCn3nc(C)c([N+](=O)[O-])c3C)cc([N+](=O)[O-])c2)cc1,15%,0%,i,5.9%,52,-2.3%,0%,1.1,0.3%,5%
CCn1cc(C(=O)NC2CCCCC2)c(=O)c2ccc(C)nc21,2%,0%,i,1.1%,30,-0.9%,11%,1,2.9%,-3%
C=CCNC(=S)NNC(=O)C(CCCC)CC(O)COCC(C)C (stereo not drawn),.,-1%,i,2.6%,31,-0.4%,-6%,.,0.8%,.
Cc1cccc(C(=O)Nc2ccc(C(=O)N/N=C/c3cccnc3)cc2)c1,.,.,i,1.4%,18,-0.5%,.,.,0.7%,.
Oc1ccc(/C=N/Nc2nc(-c3ccc(Cl)cc3)cc(C(F)(F)F)n2)cc1,30%,17%,i,39%,15,-0.6%,2%,1.1,-0.3%,21%
CCC(C)Sc1nc(O)c(Cc2ccccc2)c(=O)[nH]1 (stereo not drawn),-8%,-2%,i,1.4%,22,0.5%,-10%,1.2,-0.1%,-8%
CC(=O)n1cc([C@@H]2C=C(C(=O)NCc3ccccc3)O[C@H](OCCCCO)C2)c2ccccc21,11%,3%,i,8.0%,22,0.8%,4%,1,0.0%,50%*
Cc1ccc(C)c(NC(=O)Nc2ccc3c(c2)OCO3)c1,.,.,i,0.7%,63,-0.4%,.,.,0.3%,.
C[C@H]1CCC[C@]2(C)C[C@H]3OC(=O)C(CN4CCCCCC4)[C@H]3C=C12 (stereo partly drawn),.,.,i,-0.9%,60,1.1%,.,.,0.2%,.
Cc1cccc2c3nc4ccccc4nc3n(C)c12,.,.,i,39%,43,-0.3%,.,.,-0.1%,.
O=C1CS/C(=N\N=C\c2ccccc2Cl)N1CC1CC1,.,1%,i,6.8%,36,-0.2%,0%,.,0.0%,.
O=C(Cn1nc(-c2cccs2)ccc1=O)Nc1ccc(Br)cc1,.,.,i,1.9%,26,-1.0%,.,.,0.6%,.
CCOC(=O)N1CCC(N(CCOC)C(=O)Nc2ccc(C)c(C)c2)CC1,-4%,18%,i,0.4%,60,-0.5%,4%,1.1,2.4%,-6%
COc1ccc(S(=O)(=O)N(CC(=O)N2CCOCC2)c2cc(Cl)ccc2OC)cc1OC,11%,8%,i,1.9%,6,0.0%,4%,1,0.6%,9%
COc1ccc(CCNC(=O)c2ccc(CNS(=O)(=O)c3ccc(C(C)(C)C)cc3)cc2)cc1OC,8%,-4%,i,0.6%,32,-0.9%,2%,1,2.6%,-4%
COc1ccccc1C(=O)NC(=S)Nc1ccc(N2CCN(C(=O)c3ccco3)CC2)cc1,.,.,i,?,15,-0.2%,.,.,0.7%[50 µM],.
CC(NCc1ccc(OCC(N)=O)cc1)C12CC3CC(CC(C3)C1)C2 (stereo not drawn),.,.,i,-0.2%,57,-0.2%,.,.,0.3%,.
O=C(C/C=N/OCc1c(Cl)cccc1Cl)c1cnc(-c2ccccc2)s1,10%,-2%,i,2.6%,33,-0.4%,-2%,1,0.0%,15%
N[C@@H](Cc1ccccc1)C(=O)N1CCC(C(=O)NCC(=O)Nc2ccc(F)cc2)CC1,.,.,i,-0.2%,15,-0.4%,.,.,-0.6%,.
Nc1nc(-c2ccc3c(c2)CCCC3)cs1,-8%,-2%,i,4.5%,46,-0.4%,1%,1,-0.9%,-19%
CC(=O)c1ccc(OCc2cccc(C(F)(F)F)c2)cc1O,18%,-1%,i,-1.4%,36,-0.7%,-3%,1.1,0.2%,13%
O=C(CCC(=O)N1CCOc2ccc(Cl)cc21)NCCCN1CCN(c2ccccc2F)CC1,.,.,i,-0.5%,42,-0.4%,.,.,2.1%,.
Cc1ccc(CN(C)CC(=O)Nc2cccc([N+](=O)[O-])c2)o1,1%,4%,i,3.4%,50,-1.0%,-6%,1,-0.2%,8%
CCc1ccc(NCc2ccc(OC)c(Cn3ccnc3)c2)cc1,.,.,i,8.2%,30,-1.3%,.,.,0.7%,.
COc1ccc(Nc2nc(C(=O)NCCCN3CCOCC3)cs2)cc1,4%,33%,i,0.9%,42,-0.5%,6%,1.1,0.3%,4%
Cc1ccc(NC(=O)c2cc3cccc([N+](=O)[O-])c3[nH]2)cc1,.,-8%,i,10%,57,-1.1%,-4%,.,0.1%,.
CCc1nnc(NC(=O)C2CCN(C(=O)NC3CCCCC3)CC2)s1,8%,-3%,i,0.3%,3,.,-2%,1.1,0.3%,6%
Cc1ccccc1C1NC(=O)Cc2ccccc21 (stereo not drawn),1%,-4%,i,1.2%,26,-0.6%,3%,1.1,0.4%,-3%
CCOc1ncccc1C(=O)N1CCN(c2ccc(C(F)(F)F)cn2)CC1,-3%,-6%,i,17%,23,-1.0%,1%,1.1,0.1%,2%
CCCCc1nnc(NC(=O)CCSc2ccccc2)s1,-1%,5%,i,0.3%,61,0.4%,9%,1,-0.7%,-4%
CCOc1ccc(/C=N/NC(=O)c2cccc3ccccc23)c(OCC)c1,.,.,i,1.7%,70,-0.5%,.,.,1.3%,.
Cc1nn(-c2ncc(C(F)(F)F)cc2Cl)c(=O)n1-c1ccccc1F,-9%,5%,i,3.2%,61,-0.8%,-1%,1.1,0.3%,-5%
COc1ccc(O)c(/C=N/c2sc(C)c(C)c2C#N)c1,54%*,-1%,i,1.9%,30,-0.2%,6%,1,2.4%,.
CCn1c(SCC(=O)N2CCN(c3ccccc3F)CC2)nnc1-c1ccoc1C,4%,0%,i,18%,28,-0.5%,12%,1,8.0%,-8%
CCOC(=O)c1cnc(-c2ccccc2)nc1Oc1ccc(OC)cc1,3%,-6%,i,-0.9%,37,1.4%,9%,1,0.3%,14%
O=C(Cc1cccc(C(F)(F)F)c1)NCc1cccnc1,.,.,i,3.4%,20,-0.5%,.,.,2.0%[50 µM],.
O=C(O)c1cccc(C(=O)O)n1,58%*,1%,.,.,.,0.8%,-23%,1.1,.,48%

Single records, as listed above:
Record of `CCn1cc(C(=O)NC2CCCCC2)c(=O)c2ccc(C)nc21` = human PMI inhibition = 2%; P. falciparum M17LAP = 0%; T cell HTS = i; RSV antiviral HEp-2 = 1.1%; T cell HTS vesicle-bound % = 30; West Nile antiviral = -0.9%; P. falciparum M1AAP = 11%; TNAP activators = 1; UTI89 phage lysis = 2.9%; human PMI inhibitors = -3%
Record of `CC(=O)c1ccc(OCc2cccc(C(F)(F)F)c2)cc1O` = human PMI inhibition = 18%; P. falciparum M17LAP = -1%; T cell HTS = i; RSV antiviral HEp-2 = -1.4%; T cell HTS vesicle-bound % = 36; West Nile antiviral = -0.7%; P. falciparum M1AAP = -3%; TNAP activators = 1.1; UTI89 phage lysis = 0.2%; human PMI inhibitors = 13%

Source: PubChem BioAssay
